High-throughput results (PubChem)
KAT2A inh: blocks human GCN5L2 histone acetyltransferase; Q92830; GCN5L2 HAT assay, ThioGlo1 CoA-SH fluorescence; Potency, µM (series often up to 58.9 µM), inactives show top-dose activity change, negative = inhibition, most hits filed as inhibitors; 390,000 tested, 0.21% active; AID 504327
Target sequence (Q92830 whole entry, looked up): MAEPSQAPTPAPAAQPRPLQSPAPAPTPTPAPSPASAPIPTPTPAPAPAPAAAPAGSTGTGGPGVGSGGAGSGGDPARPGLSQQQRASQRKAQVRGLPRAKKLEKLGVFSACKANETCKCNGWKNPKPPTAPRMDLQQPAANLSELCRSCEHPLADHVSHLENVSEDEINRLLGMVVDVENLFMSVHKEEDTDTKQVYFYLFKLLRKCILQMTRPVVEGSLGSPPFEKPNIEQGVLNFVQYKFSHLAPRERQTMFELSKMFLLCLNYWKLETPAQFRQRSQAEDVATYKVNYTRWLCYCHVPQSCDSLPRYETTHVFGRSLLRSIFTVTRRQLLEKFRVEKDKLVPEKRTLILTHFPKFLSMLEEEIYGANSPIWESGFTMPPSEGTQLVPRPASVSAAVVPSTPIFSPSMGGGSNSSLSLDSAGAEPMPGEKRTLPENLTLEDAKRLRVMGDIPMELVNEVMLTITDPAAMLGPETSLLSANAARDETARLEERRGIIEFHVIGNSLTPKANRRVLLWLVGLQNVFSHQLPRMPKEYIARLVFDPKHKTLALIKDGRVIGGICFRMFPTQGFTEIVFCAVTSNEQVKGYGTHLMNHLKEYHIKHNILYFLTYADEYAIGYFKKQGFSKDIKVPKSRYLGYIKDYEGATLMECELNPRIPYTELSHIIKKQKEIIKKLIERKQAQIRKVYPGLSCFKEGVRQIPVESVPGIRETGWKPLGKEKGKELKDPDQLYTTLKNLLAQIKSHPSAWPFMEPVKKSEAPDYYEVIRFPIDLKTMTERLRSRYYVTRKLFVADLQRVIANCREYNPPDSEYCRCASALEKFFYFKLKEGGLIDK
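GCN5L2 (20nM final) in 50mM HEPES, 0.1mM EDTA pH 7.5, 0.01% Tween-20 was preincubated 15 min at room temperature with compound, then given ThioGlo1 (50uM), H3(1-25) peptide (75uM) and acetyl-CoA (70uM); CoA-thiol fluorescence (Ex340/Em540) was read at 0 and 20 min.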
TDP1 inh: inhibitors of human tyrosyl-DNA phosphodiesterase TDP1 | Q9NUW8 | recombinant TDP1, AlphaScreen DNA substrate cleavage | Potency, µM (top dose mostly 130 µM), for the others: top-dose activity change, negative = inhibition, most hits filed as inhibitors | 350,000 tested, 0.28% active | AID 485290; further: nearly all actives have a fitted effect of over 40% in size
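AlphaScreen read-out: signal falls as enzyme removes the 3' tyrosine-FITC from a 5'-biotinylated DNA oligo (15 nM, 5 min, RT). Enzyme was E. coli-made recombinant Tdp1 at 1 nM, exposed to compound for 15 min beforehand; beads 10 ug/ml, 10 min.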
TDP1 cell noCPT: qHTS for Inhibitors of human tyrosyl-DNA phosphodiesterase 1 (TDP1): qHTS in cells in absence of CPT. DT40 Tdp1-/- hTDP1 cells, no CPT, ATP luminescence, 48 h. Potency, µM (highest dose often 46.2 µM), for inactives: at the top dose activity change, negative = growth inhibition, actives largely listed as inhibitors. 420,000 tested, 15% active; further: nearly all actives have a fitted effect of over 55% in size
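Seeded 400 DT40-hTDP1 cells/well (vehicle DMSO, no 20 nM CPT); pinned compounds; ≥48 hr at 37 °C; CellTiter-Glo luminescence as viability measure.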
* marks the source's active call; other numbers are inactive results; ? = inconclusive; · = not tested or not shown; & = joins results of further samples; [ ] = dose if it differs, or a comment. The call rests on the fitted dose curve; in most records, active means well fitted curve in the direction sought with a large enough effect; inconclusive means small, poorly fitted or top-dose-only effect, or another doubt; inactive means no such curve, though single readings can be large; an effect the other way counts as inactive or inconclusive. On the % scale 0 is the no-effect control and ±100 the full control effect; potency means the concentration at half of the fitted maximal effect.

item | canonical_smiles | KAT2A inh | TDP1 inh | TDP1 cell noCPT
1 | CN1C=CC(=CC=C2C=CC(=O)C=C2)C=C1 | -5% | 6% | 3%
2 | CCc1nn(CC(=O)NCCCN2CCN(CC)CC2)c(=O)c2cc3occc3n12 | 1%&-9% | 0%&5% | 0%&-13%
3 | CCOC(=O)c1c(C)c(C(=O)N2CCN(C(=O)c3ccco3)CC2)c(C)n1C | -32% | 3% | 12%
4 | CCN(CC)C(=O)Cn1ncc2c([nH]c3ccccc32)c1=O | -5% | 1% | -8%
5 | COc1ccccc1CNC(=O)CSc1ccsc1[N+](=O)[O-] | -4% | 5% | -16%
6 | C#CCSc1nccc(-c2nn(-c3ccc(C)cc3)ccc2=O)n1 | -11% | 3% | 26µM*
7 | CCCCC(=O)N=c1sc2cc([N+](=O)[O-])ccc2n1C | -5% | 6% | -22%
8 | CN(C)S(=O)(=O)c1cccc(-c2nn(-c3ccccc3)cc2/C=C2\SC(=S)N(CC(=O)O)C2=O)c1 | ? | 0% | 20%
9 | COc1ccc(OC)c(-c2nnc3n2N=C(c2ccc(OC(F)F)c(OCC4CC4)c2)CS3)c1 | -18% | 2% | ·
10 | O=C(CC1C(=O)NCCN1Cc1c(F)cccc1Cl)NCCCn1cccn1 (centres undefined) | -3% | · | 1%
11 | O=C(CCC(=O)Nc1nnc(C2CCCCC2)s1)NCc1ccc(F)cc1 | 5% | 5% | 4%
12 | Cc1cnc(NC(=O)C(C)N2C(=O)C3CC=CCC3C2=O)s1 (centres undefined) | 1% | 3% | 1%
13 | CCCCn1ccnc1C(=O)c1cc(S(=O)(=O)N2CCOCC2)ccc1C | -8% | 6% | 10µM*
14 | Cc1ccn2cc(CCNC(=O)C3CCCCC3)nc2c1 | 3% | 2% | 2%
15 | Cc1ccc(C(=O)Nc2ccccc2C(=O)OCc2cc(=O)n3nc(C(C)C)sc3n2)cc1 | 5% | 6% | ?
16 | CCCN1C(=O)c2cc(C(=O)Nc3ccc(OC)cc3OC)ccc2C1Nc1ccc(OC)cc1OC (centres undefined) | -17% | 5% | ?
17 | COc1cccc(-c2nc(NCc3ccc(OC)cc3OC)c3ccccc3n2)c1 | ? | · | ?
18 | O=C(COc1ccccc1Cl)NC(=S)Nc1ccc(CN2CCOCC2)cc1 | -2% | 1% | -7%
19 | C[C@@H]1NC(=O)OC1c1ccco1 (some centres undefined) | -8% | 0% | 2%&6%
20 | Cc1ccc(OCc2nc3ccccc3n2C)cc1 | -1% | · | ?
21 | COc1cc(/C=N/NC(=O)Cn2nc([N+](=O)[O-])cc2C)cc(Br)c1OCc1ccccc1 | -1% | 1% | ?
22 | COc1ccc(OC)c(C(=O)N2CCC(n3nccc3NC(=O)CC(C)C)CC2)c1 | -1% | 1% | 1%
23 | CCC12CN3CCN(CC(C3)/C1=N\NC(=O)Nc1ccccc1)C2 | -1% | 0% | 9%
24 | COc1ccc(NC(=O)c2ccc(C)cc2)cc1 | -6% | · | -14%
25 | CC1(C)O[C@H]2[C@@H](O1)[C@@H](C(=O)Nc1ccc(F)c(F)c1)O[C@@H]1OC(C)(C)O[C@@H]12 | -8% | 5% | -8%
26 | O=C(Cc1cccc(NC(=O)C2CCN(C(=O)C3CCC3)CC2)c1)Nc1cccc(C(=O)N2CCCC2)c1 | -3% | 0% | 5%
27 | CC(C)(C)c1ccc(C(=O)NNC(=O)Cc2ccccc2)cc1 | -5% | 5% | -23%
28 | Cc1ccc(S(=O)(=O)N2CCN(C(=O)C3CC(=O)N(c4ccc5c(c4)OCCO5)C3)CC2)cc1 (centres undefined) | 1% | 1% | -12%
29 | CCOc1ccc(Oc2cc(NC(=O)c3ccco3)cc([N+](=O)[O-])c2)cc1 | -4% | 2% | 16µM*
30 | O=C(CNC1CCCCCC1)Nc1ccc(S(=O)(=O)NC2CC2)cc1 | -1% | -3% | -20%
31 | Cc1cccc(Nc2nnc(SCC(=O)NCc3cccs3)s2)c1 | -15% | · | ?
32 | Cc1ccc(-c2nc(CN3CCCC(C(=O)N4CCOCC4)C3)c(C)o2)cc1 (centres undefined) | -2% | 3% | -16%
33 | CC1(C)CC(=O)C/C(=N/Nc2nc3ccccc3s2)C1 | -7% | 8% | ?
34 | CC1CCc2c(sc3ncn(CC(=O)N=Nc4c(O)[nH]c5ccccc45)c(=O)c23)C1 (centres undefined) | -10% | 6% | -28%
35 | CCN(CC)CCNC(=O)Cn1c(=O)c2cccn2c2ccc(F)cc21 | -13% | · | 2%
36 | CCN(CC)C(=O)C(=O)c1cccn1-c1cccc(Cl)c1C#N | 3% | 3% | 3%
37 | CCOC(=O)C1C(C(C)=O)=C(c2ccccc2)c2ccccc2N1S(=O)(=O)C(F)(F)F (centres undefined) | -8%&-3% | -4%[56.1 µM] | ?
38 | Cc1cnc(NC(=O)c2ccc(F)c(S(=O)(=O)N3CCOCC3)c2)s1 | 3% | 3% | ?
39 | O=C(CNC(=O)c1ccco1)NCC(=O)OCc1cccc(Cl)c1 | -9% | 1% | -17%
40 | CCN1CCC(NC(=O)Nc2cc(Cl)ccc2OC)CC1 | -20% | 8% | -27%
41 | Cc1nc(NC(=O)c2ccccc2)sc1-c1csc(Nc2ccc(Cl)cc2Cl)n1 | -13% | 11% | ·
42 | CC(=O)c1cccc(NC(=O)CSCc2ccc(Br)cc2)c1 | -28% | -3% | ?
43 | Cc1ccc(CCNC(=O)CN2C(=O)COc3ccc(S(=O)(=O)N4CCCC4)cc32)cc1 | -2% | 8% | ?
44 | COc1ccc(NC(=O)N2CCCC(C(=O)Nc3cccc(C)c3C)C2)cc1 (centres undefined) | -4% | · | -23%
45 | Cc1ccc(-c2ccnc3cc(C)nn23)cc1 | -6% | · | ?
46 | Cc1oc(-c2ccc(Cl)cc2)nc1CS(=O)CC(=O)NC1CC1 (centres undefined) | -21% | 1% | 4%
47 | Cc1cc(C)cc(NC(=O)Oc2ccccc2N2CCCCC2)c1 | 1% | · | -21%
48 | CC(C)C(NC(=O)c1c(F)cccc1F)C(=O)N1CCN(c2ncccn2)CC1 (centres undefined) | -2% | 0% | -19%

14 entries already listed, ordered by molar mass, descending:
item | canonical_smiles | KAT2A inh | TDP1 inh | TDP1 cell noCPT
41 | Cc1nc(NC(=O)c2ccccc2)sc1-c1csc(Nc2ccc(Cl)cc2Cl)n1 | -13% | 11% | ·
43 | Cc1ccc(CCNC(=O)CN2C(=O)COc3ccc(S(=O)(=O)N4CCCC4)cc32)cc1 | -2% | 8% | ?
37 | CCOC(=O)C1C(C(C)=O)=C(c2ccccc2)c2ccccc2N1S(=O)(=O)C(F)(F)F (centres undefined) | -8%&-3% | -4%[56.1 µM] | ?
34 | CC1CCc2c(sc3ncn(CC(=O)N=Nc4c(O)[nH]c5ccccc45)c(=O)c23)C1 (centres undefined) | -10% | 6% | -28%
48 | CC(C)C(NC(=O)c1c(F)cccc1F)C(=O)N1CCN(c2ncccn2)CC1 (centres undefined) | -2% | 0% | -19%
38 | Cc1cnc(NC(=O)c2ccc(F)c(S(=O)(=O)N3CCOCC3)c2)s1 | 3% | 3% | ?
44 | COc1ccc(NC(=O)N2CCCC(C(=O)Nc3cccc(C)c3C)C2)cc1 (centres undefined) | -4% | · | -23%
42 | CC(=O)c1cccc(NC(=O)CSCc2ccc(Br)cc2)c1 | -28% | -3% | ?
35 | CCN(CC)CCNC(=O)Cn1c(=O)c2cccn2c2ccc(F)cc21 | -13% | · | 2%
39 | O=C(CNC(=O)c1ccco1)NCC(=O)OCc1cccc(Cl)c1 | -9% | 1% | -17%
36 | CCN(CC)C(=O)C(=O)c1cccn1-c1cccc(Cl)c1C#N | 3% | 3% | 3%
47 | Cc1cc(C)cc(NC(=O)Oc2ccccc2N2CCCCC2)c1 | 1% | · | -21%
33 | CC1(C)CC(=O)C/C(=N/Nc2nc3ccccc3s2)C1 | -7% | 8% | ?
45 | Cc1ccc(-c2ccnc3cc(C)nn23)cc1 | -6% | · | ?

Additional records
item | canonical_smiles | KAT2A inh | TDP1 inh | TDP1 cell noCPT
49 | Cc1ccc(NC(=O)CN(C)C(=O)c2cc(-c3ccccc3)nn2-c2ccccc2)cc1 | -11% | 7% | ?
50 | CCOC(=O)N/N=C/c1cn(Cc2ccccc2Cl)c2ccccc12 | -5% | 2% | ?
51 | CCOc1ccc(C(=O)CCC(=O)NC(C)C(=O)OC)cc1 (centres undefined) | -20% | 0% | ?
52 | CC(=O)Nc1ccc(S(=O)(=O)N(C)CC(=O)OCC(=O)Nc2cc(C)on2)cc1 | -4% | -6% | 1%
53 | Cc1cccc(C(=O)CC(=O)c2cc(Cl)ccc2O)c1 | 3% | 8% | 4.1µM*
54 | O=C(O)c1nccnc1C(=O)Nc1ccccc1-c1ccccc1 | 3% | 4% | 2%
55 | C/C(=C\C(=O)c1ccc(Cl)cc1)NCc1ccc2c(c1)OCO2 | -9% | 5% | -18%
56 | Cc1ccc(NC(=O)c2cccnc2)cc1S(=O)(=O)N1CCOCC1 | -2% | 0% | -24%
57 | COc1ccc(CNC(=O)CSc2ncc3c(n2)-c2ccc(Cl)cc2N(Cc2ccc(F)cc2)S3(=O)=O)cc1OC | -8% | 3% | 12µM*
58 | Cc1cc(C)cc(OCCNC(=O)CCc2ccccc2)c1 | -2% | · | 5%
59 | O=C(COc1cc2oc(=O)c3c(c2cc1Cl)CCC3)NCc1ccccn1 | -7% | 1% | 10%
60 | Cc1ccc(C(=O)COC(=O)C(C)N2C(=O)C3C4C=CC(C4)C3C2=O)cc1 (centres undefined) | -1% | 2% | -8%
61 | CCOC(=O)c1cc(-c2ccccc2)sc1NC(=O)CC | -15% | 1% | -29%
62 | Cc1nc(Nc2ccc3c(c2)OCCO3)c2nnn(Cc3ccccc3Cl)c2n1 | -21% | 5% | ?
63 | CCN(C(=O)COc1nc(C)cc(C)c1C#N)c1ccccc1 | -2% | · | ?
64 | O=C(NCCN1CCOCC1)c1cc2cc([N+](=O)[O-])ccc2s1 | 8% | 3% | ?
65 | O=C(/C=C/NNC(=O)c1ccccc1)c1ccccc1 | -3% | 6% | 0.82µM*
66 | O=c1c(-c2nnc(SCc3ccc(Cl)cc3Cl)o2)cccn1Cc1ccccc1 | -10% | -2% | ?
67 | COC(=O)c1ccc(/C=C(\C#N)C(=O)NC(C)c2ccccc2)cc1 (centres undefined) | -4% | 4% | 10µM*
68 | FC(F)(F)c1ccc(CN2C[C@@H]3C(c4ccccc4)C4(c5cccnc5)CC3(C4)[C@H]2c2ccccc2)cc1 (some centres undefined) | -11% | 11%&4% | ?
69 | COc1ccc(CNC(=O)CN(C(=O)Cn2nnc(-c3ccccc3F)n2)c2ccc(C)cc2)cc1 | -1% | -5% | 16%
70 | COC(=O)c1c(-c2cccs2)csc1NC(=O)COc1c(C)ccc(C)c1C | ? | -10% | ?
71 | Cc1noc(C)c1C(=O)Nc1nnc(CC(C)C)s1 | -30% | 0% | -6%
72 | CCOC(=O)c1c(C)oc2ncnc(NCCCN3CCN(c4cc(C)ccc4C)CC3)c12 | -3% | 1% | 4.6µM*
73 | Cc1nc2ccccc2cc1C(=O)O | -11% | 5% | 4%
74 | Cn1cccc1C(C(=O)NC1CCCCC1)N(C(=O)Cc1cccs1)C1CC1 (centres undefined) | -2% | 0% | ?
75 | O=C(c1csnn1)N1CCC2(CC1)CN(c1ncccn1)C2 | -3% | · | -14%
76 | O=[N+]([O-])c1cccc(S(=O)(=O)NCC2CCCO2)c1 (centres undefined) | 21% | -3% | 7%
77 | CN1C(=O)C(C)(C)c2cc(S(=O)(=O)N3CCN(c4cccc(Cl)c4)CC3)ccc21 | -14% | · | ?
78 | CC(=O)Nc1cccc(NC(=O)c2csc(C)c2)c1 | -3% | -11% | 12%
79 | Cc1ccsc1CN(C)CC(=O)NCC(=O)Nc1ccc(F)c(F)c1F | -3% | 0% | -10%
80 | O=C(O)CSCCC(=O)Nc1ccc(F)cc1 | 2% | 3% | -6%
81 | NC(=O)c1ccccc1OCC(=O)NC12CC3CC(CC(C3)C1)C2 | -2% | 6% | ?
82 | CCCCc1ccc(-n2nnnc2SCC(=O)Nc2cc(OC)c([N+](=O)[O-])cc2C)cc1 | -5% | 2% | 18µM*
83 | O=C(Cc1nnc(NC(=O)Nc2ccccc2)s1)Nc1ccccc1 | -8% | 1% | -1%
84 | COc1cccc(/C=N/n2nnnc2N)c1O | -3% | 0% | -24%
85 | COCCCNC(=O)c1cccc(OC)c1OC | 1% | -13% | -10%
86 | Cc1ccc2c(c1)c1c3n2CCN(C(=O)Cn2c(-c4ccccc4)noc2=O)C3CCC1 (centres undefined) | -7% | 7% | ?

Some of the compounds tested (hit frequency here may not be typical).
